IMPase inh: IMPase inhibition in cells. AID 901. CHO-M1 cells, IP1 accumulation, HTRF TR-FRET ratio. inhibition (IP1 accumulation), % at 46.1 µM. P97697. 120,000 tested, under 10 active; active = well fitted curve in the direction sought with a large enough effect in the signal ratio, not every such curve was filed as active; inconclusive = small, poorly fitted or top-dose-only effect, or a change in a side signal; inactive = no such curve, though single readings can be large or run the other way; the % refers to the signal ratio;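 note: cells stimulated with carbachol in lithium chloride buffer; plate controls were DMSO basal wells for no effect and reference inhibitor wells for full effect; higher means more IMPase inhibition seen as more IP1 and lower FRET ratio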
Target sequence (P97697 whole entry, looked up): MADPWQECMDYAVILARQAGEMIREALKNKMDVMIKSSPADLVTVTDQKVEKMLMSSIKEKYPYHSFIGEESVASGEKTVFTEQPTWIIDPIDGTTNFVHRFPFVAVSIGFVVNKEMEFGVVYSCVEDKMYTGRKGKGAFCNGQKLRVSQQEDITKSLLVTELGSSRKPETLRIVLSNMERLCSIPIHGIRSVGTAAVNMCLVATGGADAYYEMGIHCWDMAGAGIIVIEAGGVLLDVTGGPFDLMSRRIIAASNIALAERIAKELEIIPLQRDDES
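The IP-One HTRF competitive assay in carbachol-stimulated CHO-M1 cells quantifies cellular IP1. Compounds spanned up to 46 uM final, and activity is expressed as AC50 from concentration-response fits of the ratio and donor data.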
ALOX15B inhib: inhibitors of human 15-lipoxygenase 2 (ALOX15B). O15296. purified 15hLO-2, xylenol orange hydroperoxide absorbance. Potency, µM (series often up to 57.1 µM), for the others: top-dose activity change, negative = inhibition, usual class: inhibitors. 0.56% of 110,000 active; note: potency is the fitted concentration of half-maximal effect; nearly all actives have a fitted effect of over 60% in size; many of its hits are not listed in these tables
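Enzyme 50 nM, AA 45 uM, 25 mM Hepes pH 7.5 + 0.01% Triton X-100; cpd preinc 15 min RT, rxn 90 min RT; stop/detect with 200 uM XO + 300 uM Fe(II) in 50 mM H2SO4, 30 min; A573/A405.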
PNC assembly inh: blocks assembly of the perinucleolar compartment | AID 2417 | PC3M PTB-GFP, PNC prevalence imaging, 16 h; hits give low values | 3.1% of 140,000 active | activity change (PNC), negative = inhibition, % at 10 µM;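 active = readout at or below -70, meaning at least 70% loss of cells showing the perinucleolar compartment, a nuclear body marking cancer cells; inconclusive = readout between -30 and a set limit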;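 note: plate controls were DMSO wells for no effect and camptothecin positive control wells for full effect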
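PC3M cells stably expressing PTB-GFP, 750–1000 cells/well, treated 16 h at 37 °C with compound (23 nl of library stock), in duplicate. After paraformaldehyde fixation and Hoechst stain, imaged at 20x; PNC prevalence scored by image analysis.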
ALOX12 inhib: blocks human 12-lipoxygenase activity; P18054; purified 12-hLO, xylenol orange hydroperoxide absorbance; Potency, µM (titrated, usually from 57.1 µM), for inactives: at the highest dose activity change, negative = inhibition, actives largely listed as inhibitors; 0.12% of 150,000 active; AID 1452; note: potency is the fitted concentration of half-maximal effect; nearly all actives have a fitted effect of over 55% in size; many of its hits are not listed in these tables
Target sequence (P18054 whole entry, looked up): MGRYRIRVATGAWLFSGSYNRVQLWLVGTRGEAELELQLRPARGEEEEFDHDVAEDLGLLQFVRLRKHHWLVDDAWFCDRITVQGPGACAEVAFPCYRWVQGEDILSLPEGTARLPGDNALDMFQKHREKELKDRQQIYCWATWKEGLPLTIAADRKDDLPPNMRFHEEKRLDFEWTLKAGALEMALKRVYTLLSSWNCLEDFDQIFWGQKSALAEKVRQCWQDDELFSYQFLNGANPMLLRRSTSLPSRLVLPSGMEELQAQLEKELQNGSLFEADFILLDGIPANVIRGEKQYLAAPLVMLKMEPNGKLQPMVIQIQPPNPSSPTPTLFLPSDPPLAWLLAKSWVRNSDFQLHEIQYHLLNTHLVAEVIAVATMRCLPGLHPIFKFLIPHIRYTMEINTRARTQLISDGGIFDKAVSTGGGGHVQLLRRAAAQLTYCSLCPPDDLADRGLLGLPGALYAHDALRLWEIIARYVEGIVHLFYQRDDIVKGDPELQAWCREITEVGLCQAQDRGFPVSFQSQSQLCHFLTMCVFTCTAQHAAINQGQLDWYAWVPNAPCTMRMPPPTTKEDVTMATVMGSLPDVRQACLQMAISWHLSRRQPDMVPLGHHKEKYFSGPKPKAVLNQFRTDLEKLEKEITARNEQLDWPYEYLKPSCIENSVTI
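Lipoxygenase turnover measured by absorbance at 573 and 405 nm after Fe-XO development. Human 12hLO 150 nM, arachidonate 40 uM, pH 7.0 Hepes buffer with detergent; 15 min compound preincubation, 30 min reaction.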
* hit, by the source's call; ? = inconclusive; . = not tested or not shown; & = joins results of further samples; [ ] = dose if it differs, or a comment. Unless noted, calls come from the whole dose curve; as a rule, active = well fitted curve in the direction sought with a large enough effect; inconclusive = small, poorly fitted or top-dose-only effect, or another doubt; inactive = no such curve, though single readings can be large; an effect the other way counts as inactive or inconclusive. Unless noted, % is set by controls: 0 for no effect and ±100 for the full control effect.

IMPase inh | ALOX15B inhib | PNC assembly inh | ALOX12 inhib | molecule
-1.7 | . | 3.8 | -1.6% | CC1CCc2sc(C(=O)OCC(=O)NCc3ccc(F)cc3)cc2C1 (stereo not drawn)
-25.4 | ? | -108.8* | -14.8% | CCOC(=S)NC(=O)c1sc2ccccc2c1Cl
. | 18.6%[0.0915 µM] | . | 1.4%[0.00818 µM] | OC1C(O)C(O)C(O)C(O)C1O (stereo not drawn)
-4.3 | -3.4% | -17.3 | 4.5% | Cc1ccc(C(=O)NC(Cc2c[nH]c3ccccc23)C(=O)O)cc1 (stereo not drawn)
-1.2 | . | 20.2 | -2.6% | Nc1ccc(C(=O)Nc2ccc(OC(F)(F)C(F)F)c(NC(=O)c3ccc(N)cc3)c2)cc1
-4.9 | -1.9% | 25.6 | 5.0% | CCOc1cccc(C(=O)Nc2cnn(Cc3ccccc3)c2)c1
. | . | ? | -2.2% | CC(=O)C1=C(C)NC(SCc2ccc(C#N)cc2)=C(C#N)C1c1ccco1 (stereo not drawn)
-6.5 | . | 27.8 | -2.4% | CC(C)(C)C1CCC(=NNC(=O)c2cc3c(s2)CCCC3)CC1 (stereo not drawn)
6.7 | -14.9% | 8.6 | -16.7% | CC(=O)c1ccc(NC(=S)NC(NC(=O)c2ccco2)C(Cl)(Cl)Cl)cc1 (stereo not drawn)
10.9 | -0.4% | 23.2 | -7.9% | COc1ccc(NC2C=CS(=O)(=O)C2)c(OC)c1 (stereo not drawn)
4.3 | -0.5% | 0.2 | -1.7% | Cc1ccc(NC(=O)COS(=O)c2ccc(C)cc2)cc1 (stereo not drawn)
. | . | 106.1 | -1.9% | COC(=O)c1c(-c2ccc(C)cc2)csc1NC(=O)C1CC=CCC1C(=O)O (stereo not drawn)
0.3 | -5.4% | 3.8 | -1.8% | COc1cccc2cc(C(=O)N3CCc4ccccc43)c(=O)oc12
2.3 | -0.8% | -10.8 | -2.8% | COc1ccc(C2C(C(N)=O)=C(C)Nc3nc(-c4ccccc4)nn32)cc1OC (stereo not drawn)
-9.2 | -10.0% | 23.4 | -3.6% | CC1N/C(=C\C(=O)c2ccccc2)N(O)C1(C)C (stereo not drawn)
-2.6 | 0.0% | -24.7 | 3.8% | CN1CCN(C(=O)c2ccc3c(=O)n4c(nc3c2)CCCCC4)CC1
-1.0 | -0.9% | 70.6 | -1.3% | CCC(C)NC(=O)c1cn(-c2cccc(C)n2)cn1 (stereo not drawn)
. | . | ? | -2.7% | CCc1cccc(C)c1NC(=O)COC(=O)C(NS(=O)(=O)c1ccc(Cl)cc1)C(C)O (stereo not drawn)
-0.6 | -3.4% | -10.5 | 1.7% | c1ccc(CC2CCN(c3nnnn3-c3ccccc3)CC2)cc1
4.7 | -20.9% | -6.6 | 0.4% | COc1ccc2c(c1OC)C(=O)N1c3cccc(Cl)c3C(=O)OC21 (stereo not drawn)
6.8 | -7.0% | -25.6 | 3.5% | CCOC(=O)N1CCN(C(=O)c2ccc(CNS(=O)(=O)c3ccc(OC)cc3)cc2)CC1
-1.7 | 1.3% | 7.5 | 2.2% | O=C(CC1CCCCC1)NCCCN1CCOCC1
. | . | -25.8 | 2.1% | CC1(C)CC(NC(=O)C(Cl)(Cl)Cl)CC(C)(C)N1
-12.7 | 1.9% | 41.2 | -6.6% | O=C(NCc1ccc(Cl)cc1)c1noc2c1CCCC2
? | 25.7% | 2.3 | 0.8% | N#Cc1nc(-c2cccc3ccccc23)oc1NCCN1CCOCC1
. | -0.2%[11.4 µM] | . | 8.6%[11.4 µM] | NCC(=O)NC1(C(=O)O)CCCC1
. | . | -11.5 | 5.0% | CCOc1ncccc1C(=O)OCc1ccccc1
. | . | -24.5 | 1.1% | Cn1c(=O)c(S(=O)(=O)C(C)(C)C)c(O)c2ccccc21
3.4 | -7.6% | 11.1 | -4.1% | CCOc1ccc(NC(=O)COc2nsnc2N2CCCCC2)cc1
-7.0 | ? | -20.6 | -14.1% | S=C(Nc1ccc(N2CCOCC2)cc1)Nc1ccc2nc(-c3ccco3)c(-c3ccco3)nc2c1

Gathered by group: the entries above with a cyano group (two)
IMPase inh | ALOX15B inhib | PNC assembly inh | ALOX12 inhib | molecule
. | . | ? | -2.2% | CC(=O)C1=C(C)NC(SCc2ccc(C#N)cc2)=C(C#N)C1c1ccco1 (stereo not drawn)
? | 25.7% | 2.3 | 0.8% | N#Cc1nc(-c2cccc3ccccc23)oc1NCCN1CCOCC1

Part of the list above in order of count of non-hydrogen atoms, ascending.
IMPase inh | ALOX15B inhib | PNC assembly inh | ALOX12 inhib | molecule
. | . | -25.8 | 2.1% | CC1(C)CC(NC(=O)C(Cl)(Cl)Cl)CC(C)(C)N1
-12.7 | 1.9% | 41.2 | -6.6% | O=C(NCc1ccc(Cl)cc1)c1noc2c1CCCC2
3.4 | -7.6% | 11.1 | -4.1% | CCOc1ccc(NC(=O)COc2nsnc2N2CCCCC2)cc1

Continued.
IMPase inh | ALOX15B inhib | PNC assembly inh | ALOX12 inhib | molecule
-5.6 | 8.8%[2.29 µM] | 30.9 | -3.0% | Cc1c(C(=O)Nc2ccc3c(c2)OCO3)sc2nc(-c3ccccc3)cn12
2.1 | -0.2% | ? | 7.7% | CCOCC(=O)Nc1ccc(S(=O)(=O)Nc2ncccn2)cc1
6.1 | -25.0% | -84.0* | -8.6% | CCCCCn1ccc(=N)cc1
4.9 | -7.3% | -22.5 | 2.7% | CCCCn1nnnc1NCc1ccc(N(CC)CC)cc1
3.9[1.84 µM] | 6.3%[11.4 µM] | 47.4 | -2.8% | Nc1nc2c3ccccc3nc(Cc3ccccc3)n2n1
4.6 | . | 8.4 | 1.0% | CCN=C(Nc1ccc2c(c1)OCO2)SC1CC(=O)N(c2ccc(OC)cc2)C1=O (stereo not drawn)
4.5 | -2.7% | 5.7 | -4.4% | Cc1cc(C(=O)Nc2ccc(N3CCOCC3)cc2)c2ccccc2n1
6.0 | -2.8% | -21.1 | -14.8% | O=c1cc(N2CCCCC2)c(-c2ccccc2)nn1Cc1ccccc1Cl
. | -2.7%[11.4 µM] | . | -3.2%[11.4 µM] | O=C(O)c1nc2nc(Cl)c(Cl)nc2[nH]1
6.8 | -0.8% | -8.7 | -7.7% | O=C(NC1CCCCC1)C(c1cccs1)N(Cc1cccs1)C(=O)c1ccco1 (stereo not drawn)
-1.8 | 20.6% | 22.1 | -8.9% | COc1ccc(Cn2nnnc2CN(Cc2cc3ccc(C)cc3[nH]c2=O)C2CCCC2)cc1
3.1 | -8.4% | -23.3 | 0.3% | CC1CN(C(=O)c2nn(C)cc2[N+](=O)[O-])CC(C)O1 (stereo not drawn)
-5.1 | 18.2% | 14.3 | 8.3% | Cc1cc(C)c(C)c(OCC(=O)NCCN(C)C)c1
1.7 | 6.6% | 7.4 | -8.4% | Cc1cccc(-c2noc(CCC(=O)NCc3ccccc3)n2)c1
. | . | 51.8 | -1.8% | CCn1cc(C(=O)OCC(=O)c2cc(C)n(-c3ccccc3)c2C)c(=O)c2ccc(C)nc21
10.9 | -3.4% | 1.5 | -2.7% | Cc1occc1-c1nc(-c2ccncc2)no1
4.4 | -7.2% | ? | -3.4% | O=C(CN1C(=O)C2(OCCO2)c2ccccc21)c1ccc(F)cc1
3.0 | -15.1% | -26.4 | 5.3% | CN1C(=S)SC(N(O)C=C2C=CC(=O)C=C2)C1(C)C (stereo not drawn)
9.7 | -1.9% | -3.9 | -0.2% | Cc1nn(CC(=O)NCC2CCCO2)c(=O)c2ccccc12 (stereo not drawn)
. | . | -28.9 | -3.1% | N/C(Cc1cccc2ccccc12)=N\OC(=O)c1cccs1
. | . | -27.8 | 0.1% | COc1ccccc1CNc1cc(-c2ccccc2)ccc1OC
-0.5 | 1.5% | 5.2 | 0.6% | Cc1ccc(-c2noc(C3CCN(S(C)(=O)=O)CC3)n2)o1
. | . | 3.1 | -1.9% | O=C1NC(=Nc2ccccc2)SC1Cc1cccc(Cl)c1Cl (stereo not drawn)
-9.4 | 39.7%[activator] | ? | -14.7% | CCCOc1ccc(C2c3c(oc4ccccc4c3=O)C(=O)N2CCN(CC)CC)cc1OC (stereo not drawn)
16.6 | 0.3% | ? | 4.2% | Cc1c(NS(=O)(=O)c2cccc(C(=O)NCc3ccc(Cl)cc3)c2)c(=O)n(-c2ccccc2)n1C
4.4 | 1.5% | 32.1 | 0.1% | O=C(C1CCN(S(=O)(=O)Cc2ccccc2)CC1)N1CCN(c2ncccn2)CC1
3.6 | -1.4% | 3.1 | 4.6% | O=C(Nc1ccccc1)N(CCN1CCOCC1)Cc1cccc(Cl)c1
-6.4 | . | ? | -23.6% | COc1cccc(C2=Nc3cccc4cccc(c34)N2)c1
. | -1.7% | 55.5 | 0.5%&-0.5% | CN(C)/C=N/c1cc(=O)n(C)c(=O)n1CC1CC1
1.6 | . | 54.0 | 6.3% | Cc1ccc2ncc([N+](=O)[O-])n2c1
. | . | -7.8 | -1.1% | COc1ccc(/C=C2/C(=O)OCc3cc(OC)c(OC)cc32)cc1
4.4 | -8.4% | ? | 4.0% | COc1ccc(-c2cc(C(=O)Nc3ccccc3SC)no2)cc1OC
. | . | 78.8 | ? | CCN(CC)S(=O)(=O)c1ccc(N/N=C/c2ccc(O)cc2O)nc1
-6.6 | . | 58.8 | 2.2% | Cn1c(Cn2c(=O)sc3ccccc32)nnc1SCC(=O)N1CCc2ccccc21
-13.4[1.84 µM] | -9.3%[11.4 µM] | ? | 1.9% | COCCN(Cc1cc2cc(C)c(C)cc2nc1Cl)C(=O)Nc1ccccc1
-10.0 | 4.7% | -8.3 | 2.8% | O=C(O)CCC1(C(=O)O)OCCc2ccccc21 (stereo not drawn)
. | . | -15.7 | -0.4% | Cc1nnc(-c2ccc(Oc3ccc(Cl)cc3)c([N+](=O)[O-])c2)o1
-9.4 | -1.7% | -16.5 | 3.3% | COC(=O)c1sccc1NC(=O)Cn1cnc2c1c(=O)n(C)c(=O)n2C
-2.4 | ? | 14.6 | -4.3% | COC(=O)c1ccc(C(=O)Nc2cc(Cl)ccc2Cl)cc1NC(=O)c1ccc(N(C)C)cc1
-18.0 | . | 14.7 | 2.2% | O=C1c2ccccc2C(Nc2ccc(S(=O)(=O)N3CCCCC3)cc2)N1c1ccccn1 (stereo not drawn)

Another view of part of the listing above.
molecule | IMPase inh | ALOX15B inhib | PNC assembly inh | ALOX12 inhib
COC(=O)c1sccc1NC(=O)Cn1cnc2c1c(=O)n(C)c(=O)n2C | -9.4 | -1.7% | -16.5 | 3.3%
CCN(CC)S(=O)(=O)c1ccc(N/N=C/c2ccc(O)cc2O)nc1 | . | . | 78.8 | ?
COCCN(Cc1cc2cc(C)c(C)cc2nc1Cl)C(=O)Nc1ccccc1 | -13.4[1.84 µM] | -9.3%[11.4 µM] | ? | 1.9%

Continuation:
IMPase inh | ALOX15B inhib | PNC assembly inh | ALOX12 inhib | molecule
8.7 | . | -100.0* | -2.0% | CCN(CC)S(=O)(=O)c1ccc(NC2CCCc3ccccc32)nc1 (stereo not drawn)
. | -5.6% | . | 2.6% | CC1(C)CC[C@]2(C(=O)O)C(O)C[C@@]3(C)C(=CCC4[C@@]5(C)CCC(O)C(C)(C)C5CC[C@@]43C)C2C1 (stereo partly drawn)
. | . | 26.1 | -1.5% | CCCSc1nc2[nH]ncc2c(=O)[nH]1
. | . | 17.1 | -1.8% | Cc1ccc(NC(=O)Cn2cccc2C2=NC(c3ccccc3)CO2)c(C)c1 (stereo not drawn)
-0.1 | 1.7% | ? | -2.8% | Fc1cccc(Cl)c1Cn1nnc2c(N3CCC4(CC3)OCCO4)ncnc21
-4.8 | -0.1% | ? | 1.6% | Cc1cccc(N(CC(=O)NCCC2=CCCCC2)S(C)(=O)=O)c1C
-2.9 | . | 9.0 | 0.5% | Cc1cc(C)c[n+](-c2[nH]c(=O)sc2/C=N/NC([S-])=Nc2ccccc2)c1

Screening results from PubChem BioAssay.

An excerpt (hit frequency here may not be typical).
